NALP1 inh = NALP1 inflammasome inhibitors in reconstituted yeast, colorimetric, S. cerevisiae, triplicate retest; 280,000 tested, 0.61% active; inhibition, % at 10 µM; S. cerevisiae NALP1/ASC/caspase-1 growth, X-gal OD620, 72 h; in the data active means inhibition mostly above about 24%, no sharp cut-off; inactive means mostly below about 32%; further: some compounds called inactive have numbers as strong as hits
OXTR potentiate = human OXTR potentiators, primary screen, fluorescence, CHO-OTR cells, Fluo-8 calcium; Fluo-8 calcium fluorescence, potentiator mode; 0% = oxytocin EC15, 100% = EC100; activation, % at 3 µM; 320,000 tested, 0.061% active; AID 2445, 2010;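 active means activation above that plate's cutoff, the mean activation of tested compounds plus 3 SD, cut at about 6.6% in these data, passing the limit was not always enough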;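 further: 100% uses oxytocin at 75 nM as the full agonist control; some results filed as inactive read as strong as hits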
Target sequence (P30559 whole entry, looked up): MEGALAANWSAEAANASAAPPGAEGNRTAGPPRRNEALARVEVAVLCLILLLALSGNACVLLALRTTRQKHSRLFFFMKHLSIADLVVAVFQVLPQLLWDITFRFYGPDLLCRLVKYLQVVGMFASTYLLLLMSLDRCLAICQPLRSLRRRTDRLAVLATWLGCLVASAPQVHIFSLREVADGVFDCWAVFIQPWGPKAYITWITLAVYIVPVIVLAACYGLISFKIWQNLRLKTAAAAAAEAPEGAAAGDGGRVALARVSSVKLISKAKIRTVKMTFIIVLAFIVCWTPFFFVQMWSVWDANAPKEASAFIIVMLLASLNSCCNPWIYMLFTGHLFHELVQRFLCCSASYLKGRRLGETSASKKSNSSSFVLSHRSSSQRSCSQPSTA
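System: human OTR in CHO cells; Also added: sub-maximal oxytocin, roughly EC15; Timing: compound 6 min at room temperature before oxytocin, 100 s read; Technique: Fluo-8 intracellular calcium fluorescence, ex 470-495, em 515-575 nm; Controls: oxytocin EC15 low and EC100 high; Replication: singlicate.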
MEKK2 WT-MEK5 = modulators of MEK5 binding to wildtype MEKK2, primary screen, biochemical, multiplex bead flow cytometry, Alexa488-MEK5. Mitogen-activated protein kinase kinase kinase 2 (Homo sapiens), Q9Y2U5. Alexa488-MEK5 binding to MEKK2 WT; actives lie on both sides. binding response (% of control), % at 10 µM. 290,000 tested, 1.1% active; in the data active means binding response below about 67% or above about 130%
V1R ag counter = agonists of human V1a receptor, primary screen, counter-screen for OXTR agonist project, fluorescence, CHO-V1R cells | Vasopressin V1a receptor (Homo sapiens), P37288 | Fluo-8 calcium fluorescence, agonist mode; 0% DMSO, 100% 3 nM vasopressin | activation, % at 3 µM | 320,000 tested, 0.25% active;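 active means activation above the mean activation of all tested compounds plus 3 SD, per screening run, cut at about 20% in these data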;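 further: signal is peak over basal fluorescence ratio across a 100 second FLIPR read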
Target sequence (P37288 whole entry, looked up): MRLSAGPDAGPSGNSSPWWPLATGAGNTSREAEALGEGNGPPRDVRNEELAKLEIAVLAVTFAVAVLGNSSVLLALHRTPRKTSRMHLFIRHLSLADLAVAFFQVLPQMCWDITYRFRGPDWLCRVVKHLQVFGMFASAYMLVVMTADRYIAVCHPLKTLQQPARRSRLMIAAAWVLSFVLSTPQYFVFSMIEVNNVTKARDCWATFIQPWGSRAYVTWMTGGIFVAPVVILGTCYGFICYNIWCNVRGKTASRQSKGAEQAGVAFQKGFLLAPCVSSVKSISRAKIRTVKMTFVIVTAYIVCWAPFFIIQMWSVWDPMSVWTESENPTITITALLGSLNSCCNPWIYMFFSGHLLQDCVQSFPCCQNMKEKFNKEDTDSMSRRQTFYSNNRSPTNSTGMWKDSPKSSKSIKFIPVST
PfM18AAP inh = PfM18AAP inhibitors, malaria aminopeptidase, primary screen, biochemical, QFRET, recombinant enzyme. M18 aspartyl aminopeptidase (Plasmodium falciparum 3D7). H-Glu-NHMec fluorogenic cleavage. inhibition, % at 7.35 µM. 290,000 tested, 1.2% active;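 active means inhibition above the campaign mean inhibition over all tested compounds plus 3 SD, cut at about 28% in these data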;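 further: 0% = plate median of test compound wells and 100% = 2 mM ZnCl2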
OXTR agonist = human OXTR agonists, primary screen, fluorescence, CHO-OTR cells, Fluo-8 calcium. Fluo-8 calcium fluorescence; normalized: DMSO 0%, oxytocin 100%. 320,000 tested, 0.32% active. Oxytocin receptor (Homo sapiens), P30559. activation, % at 3 µM. AID 2435, 2010;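 active means activation above the mean of all tested compounds plus 3 SD, cutoff set per screening run, cut at about 20% in these data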;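 further: peak over basal fluorescence ratio from a 100 s FLIPR kinetic read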
GPR7 antag = GPR7 receptor antagonists, primary screen, cell-based, fluorescence, single concentration; 290,000 tested, 1.1% active; inhibition, % at 4.4 µM; GPR7-expressing cells, fluorescence antagonist assay; in the data active means inhibition above about 16%, passing the limit was not always enough;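 further: cells stimulated with the agonist NPW; 0% = agonist with vehicle and 100% = vehicle without agonist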
GalR3 antagonist = GalR3 antagonists in HEK293 cells, primary screen, cell-based, fluorescence readout. Galanin receptor type 3 (Homo sapiens), O60755. AID 651719, 2012. HEK293 GalR3-CNG cAMP membrane potential fluorescence; galR3 body fused to GalR1 C-terminus. 360,000 tested, 0.44% active. inhibition, % at 3 µM;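 active means inhibition above the screen-wide average plus 3 SD, cut at about 13% in these data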;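 further: forskolin and galanin both at EC90 stimulate the cells; cAMP rise reported by CNG channel membrane potential dye signal; 0% = forskolin plus galanin with DMSO and 100% = forskolin alone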
MEKK2 mut-MEK5 = MEK5 binding signal on mutant MEKK2 PB1, primary screen, biochemical, multiplex bead flow cytometry, Alexa488-MEK5; Alexa488-MEK5 binding to MEKK2 mutant; percent response, % at 10 µM; 290,000 tested, 0.35% active; AID 1530, 2009; in the data active means percent response above about 24%, passing the limit was not always enough; further: inactives centre near 1; some results filed as inactive read as strong as hits
* = called active by the depositor; x = not tested or not shown.

SMILES	NALP1 inh	OXTR potentiate	MEKK2 WT-MEK5	V1R ag counter	PfM18AAP inh	OXTR agonist	GPR7 antag	GalR3 antagonist	MEKK2 mut-MEK5
N/C(Cc1ccc(Cl)cc1Cl)=N\OC(=O)c1ccc(Br)o1	x	-6	94	-0.2	3	0.1	0	-5	-2
CN(Cc1c(C(=O)N/N=C/c2cc(F)ccc2F)nnn1-c1nonc1N)C1CCCCC1	10	-6	101	0.3	0	-0.4	1	-3	-2
CC(C)[C@H](NC(=O)C1CCN(S(=O)(=O)c2ccccc2)CC1)C(=O)NCc1ccncc1	14	-5	103	-0.1	-3	1.1	-10	-7	2
O=C(NCCc1ccccc1)C1CCN(C(=O)c2sccc2-n2cccc2)CC1	36	-7	100	0.6	-3	-0.3	-4	x	5
Cc1cnc(NC(=O)COc2ccc3c(c2)CCC3)s1	0	-14	107	2.2	2	-1.5	12	-6	8
O=C(NN1C(=O)C2C3C=CC(C3)C2C1=O)c1ccccc1 (configuration not stated)	6	-4	96	0.6	4	0.7	-3	1	-1
O=C(c1n[nH]c2c1CCCC2)n1ccnc1	2	-5	100	1.2	2	0.9	-8	x	-1
O=C(NN1C(=O)C2C3c4ccccc4C(c4ccccc43)C2C1=O)c1ccc(Cl)cc1 (configuration not stated)	11	-4	97	0.7	3	-2.0	-5	3	-1
Cc1nc(-c2cccc(NC(=O)COc3ccc(Cl)cc3)c2)cs1	1	x	94	x	4	x	-21	-4	-3
CCN(Cc1ccccc1)C(=O)CN1C(=O)c2ccccc2S1(=O)=O	x	-10	x	0.4	x	-0.4	x	-4	x
CCC(C)C(NC(=O)c1ccccc1NC(=O)c1ccccc1)C(=O)N1CCOCC1 (configuration not stated)	24	-2	102	2.6	-1	0.6	-5	2	-1
CCC(C)NC(=O)Cn1cc(S(=O)(=O)N2CCN(c3ccccc3F)CC2)c2ccccc2c1=O (configuration not stated)	7	-21	96	0.5	-8	-1.6	-4	-5	-4
COc1ccc(CCNC(=O)CSc2nnc(-c3ccco3)c(-c3ccco3)n2)cc1OC	5	-2	94	0.8	14	0.5	2	x	-5
CC(C)(C)C(=O)N(Cc1ccc(Cl)cc1)c1cnccn1	9	-20	102	4.9	-5	6.7	-19	-8	4
COc1cc(OC)cc(-c2nnc(SCC(=O)Nc3cccc(C(=O)O)c3)s2)c1	3	-1	111	-0.1	-6	-0.1	-15	3	0
Cc1cc2cc(C)c(NCCNC(=O)c3cccc(F)c3)nc2cc1C	16	-7	99	0.9	3	0.7	0	-9	-2
Cc1occc1C(=O)N/N=C/c1c[nH]c2ccccc12	8	-2	98	1.1	2	1.5	1	x	-1
CC(=O)c1c(C)[nH]c(C(=O)OCC(=O)c2c[nH]c3ccccc23)c1C	x	-10	x	5.2	x	4.0	x	-6	x
CCOc1ccc(S(=O)(=O)NN=C(C)c2cccnc2)cc1	x	-6	x	1.2	x	3.4	x	-6	x
COC(OC)C1(C)C(C#N)=C(N)Oc2c1c(=O)oc1ccccc21 (configuration not stated)	22	-9	109	2.3	-10	1.8	12	-12	6
COc1ccc(C(CNC(=O)CSc2ccc(Br)cc2)N2CCOCC2)cc1 (configuration not stated)	x	-4	x	1.4	x	0.5	x	-1	x
COc1ccc(OC)c(C(=O)c2ccc(C(=O)N3CCCCC3)cc2)c1	4	-2	101	-0.2	-6	0.8	-2	-4	-1
NC[C@H](Cc1ccccc1)NCCc1cc(C(F)(F)F)cc(C(F)(F)F)c1	x	-4	x	4.4	x	8.5	x	-3	x
COc1ccc(N2CCC(CNC(=O)Nc3cccc(OC)c3)C2)cc1 (configuration not stated)	-8	-7	100	2.1	15	4.5	11	-4	2
C=C(C)C1CC=C(C)/C(=N\NC(=O)CCC(=O)Nc2ccc(C)c(C)c2)C1 (configuration not stated)	x	-2	100	-0.4	-2	-0.3	-7	-4	-3
CCc1nnc(NS(=O)(=O)c2ccc(NC(=S)NC(=O)c3ccncc3)cc2)s1	x	-3	98	0.8	-1	0.9	-2	-2	2
Cc1cnc(C(=O)NC2CC(C)(C)Cc3c2cnn3-c2cccc(F)c2)cn1 (configuration not stated)	16	-6	100	1.8	-1	-1.7	-27	4	0
CCn1ccnc1CN1CCN(CCC(C)C)C(CCO)C1 (configuration not stated)	0	-9	92	1.8	2	0.1	0	-2	-3
Cc1cc(Cl)ccc1N=c1ssnc1Cl	34	-9	99	9.9	7	21*	4	2	1
Cn1cc(S(=O)(=O)N2CCc3ccccc3C2)c(=O)n(C)c1=O	x	4	105	0.8	1	-0.1	-6	x	-4
O=C1C(Cc2ccc(O)cc2)NC(=S)N1c1ccccc1 (configuration not stated)	9	0	100	0.1	7	0.8	-5	-6	3
CS(=O)(=O)N(CCc1ccccc1)CC(=O)NCc1ccc(Cl)cc1	0	-11	102	3.6	1	1.2	5	-6	1
Cc1ccc(S(=O)(=O)c2cc3c(=O)n4ccccc4nc3n(Cc3ccco3)c2=N)cc1C	6	-7	98	-1.0	3	-1.5	-5	0	-2
CCOC(=O)C1C(=O)NC(SCC(N)=O)=C(C#N)C1c1ccccc1OCC (configuration not stated)	-5	-5	98	14	5	17	-4	-5	-4
CC(C)OC(=O)c1ccc(NC(=O)CSc2nc3ncccc3[nH]2)cc1	-1	-13	98	6.1	4	5.8	-19	-4	1
Cc1ccc(S(=O)(=O)NNC(=O)c2sccc2-n2cccc2)cc1	-3	-8	101	0.9	8	0.5	-10	-3	3
CSc1ncccc1C(=O)NNC(=O)c1ccc(NS(=O)(=O)c2cccs2)cc1	x	-2	x	0.4	x	0.0	x	-4	x
CCOC(=O)c1c(NC(=O)COC)sc(C)c1C	8	4	97	-0.8	3	-2.4	-17	-4	6
O=C(Nc1ccc(Cl)c(Cl)c1)C1CCCCC1	x	-7	x	3.3	x	2.6	x	-7	x
Cc1ccccc1OCCNCC(C)O (configuration not stated)	0	-8	89	0.0	0	-0.3	-5	-5	-11
COCCNC(=S)N1CCc2cc(OC)c(OC)cc2C1COc1ccc(F)cc1 (configuration not stated)	-10	-7	95	0.2	-3	0.5	9	-4	-2
N/C(=N\OC(=O)CN1C(=O)c2ccccc2C1=O)c1ccc(Br)cc1	-1	-2	94	-1.6	0	-0.4	1	-6	-1
CCN(C[C@H]1N[C@@](Cc2ccccc2)(C(=O)OC)[C@H]2C(=O)N(C)C(=O)[C@@H]12)C(=O)c1ccccc1	x	-6	x	0.4	x	1.2	x	3	x
O=C(N/N=C/c1ccc[nH]1)c1cccc(Br)c1	22	-3	95	-0.4	3	-1.0	-4	1	1
Cc1cc(C(C)(C)C)cc(S(=O)(=O)NCCc2ccncc2)c1C	10	-1	106	7.2	2	0.9	-10	-7	11

An excerpt from above, reduced to OXTR potentiate, MEKK2 mut-MEK5 and GPR7 antag:
mol,OXTR potentiate,MEKK2 mut-MEK5,GPR7 antag
Cc1cnc(NC(=O)COc2ccc3c(c2)CCC3)s1,-14,8,12
O=C(NN1C(=O)C2C3C=CC(C3)C2C1=O)c1ccccc1 (configuration not stated),-4,-1,-3

Continued.
SMILES	NALP1 inh	OXTR potentiate	MEKK2 WT-MEK5	V1R ag counter	PfM18AAP inh	OXTR agonist	GPR7 antag	GalR3 antagonist	MEKK2 mut-MEK5
COC(=O)C1=NN(c2ccccc2OC)C2C(=O)N(c3ccccc3OC)C(=O)C12 (configuration not stated)	x	-10	90	0.4	-7	-0.2	0	5	-1
O=C(Nc1ccccc1C(=O)N/N=C/c1ccc(O)cc1)c1ccccc1	6	-2	98	0.5	-15	1.4	-3	4	-9
CCOC(=O)CN1C=C(c2ccc3ccccc3n2)C(C[N+](=O)[O-])c2ccccc21 (configuration not stated)	-1	-9	67*	-0.1	-8	-0.4	-9	x	82*
Cc1noc(C)c1C(=O)OCC(=O)c1c(N)n(CC(C)C)c(=O)n(C)c1=O	18	-13	105	2.0	-8	3.2	3	-7	2
CCc1c(C(C)=O)oc2ccc3c(C)cc(=O)oc3c12	x	3	106	-1.5	-4	-0.2	-9	-5	2
COc1ccc(NC2CCCN(C(=O)c3ccc(OC)o3)C2)cc1 (configuration not stated)	7	-2	110	1.0	0	-1.4	-15	3	4
CC1CN(C(=O)COC(=O)c2cc(Cl)ccc2[N+](=O)[O-])CC(C)O1 (configuration not stated)	2	-7	105	1.5	-8	1.3	-10	-10	0
CSc1ncccc1C(=O)Nc1cccc(S(=O)(=O)N(C)c2ccccc2)c1	x	-5	x	2.1	x	0.3	x	3	x
CCOc1ccc(NC(=O)CN(C)C(=O)CN2C(=O)C3CC=CCC3C2=O)cc1OCC (configuration not stated)	x	1	x	0.3	x	-0.6	x	0	x
CCOC(=O)CN(C(=O)COc1nc(-c2ccccc2)cc(C)c1C#N)c1cccc(OC)c1	14	-5	88	-0.5	1	-1.3	-9	-6	-8
CS(=O)(=O)N1CCN(c2ccccc2NC(=O)CSc2nnc(-c3ccco3)o2)CC1	36	-3	92	0.0	-1	0.1	-12	-4	-4

An excerpt from above in order of their number in OXTR potentiate, rising.
canonical_smiles	OXTR potentiate
Cc1noc(C)c1C(=O)OCC(=O)c1c(N)n(CC(C)C)c(=O)n(C)c1=O	-13
COC(=O)C1=NN(c2ccccc2OC)C2C(=O)N(c3ccccc3OC)C(=O)C12 (configuration not stated)	-10
COc1ccc(N2CCC(CNC(=O)Nc3cccc(OC)c3)C2)cc1 (configuration not stated)	-7
Cc1cnc(C(=O)NC2CC(C)(C)Cc3c2cnn3-c2cccc(F)c2)cn1 (configuration not stated)	-6
CS(=O)(=O)N1CCN(c2ccccc2NC(=O)CSc2nnc(-c3ccco3)o2)CC1	-3
COc1cc(OC)cc(-c2nnc(SCC(=O)Nc3cccc(C(=O)O)c3)s2)c1	-1

MEKK2 mut-MEK5, hit marks shown above.
compound,NALP1 inh,OXTR potentiate,MEKK2 WT-MEK5,PfM18AAP inh,GPR7 antag,GalR3 antagonist,MEKK2 mut-MEK5
CCOC(=O)CN1C=C(c2ccc3ccccc3n2)C(C[N+](=O)[O-])c2ccccc21 (configuration not stated),-1,-9,67*,-8,-9,x,82*

Assay outcomes as filed in PubChem BioAssay.
